Screening data: PubChem, National Center for Advancing Translational Sciences (NCATS)
ERK AVP inh: qHTS Assay for Inhibitors of the ERK Signaling Pathway using a Homogeneous Screening Assay | AID 995, 2007 | Potency, µM (doses to about 57.5 µM), without a hit: at the highest dose activity, negative = inhibition, hits mostly inhibitors | HEK293-V1b, vasopressin-stimulated pERK AlphaScreen | 0.99% of 72,000 active; further: potency means the concentration at half of the fitted maximal effect; on the % scale 0 is the no-effect control and ±100 the full control effect; nearly all actives have a fitted effect of over 55% in size
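V1b-HEK293 cells; cpd 30 min 37C; 25 nM vasopressin 5 min; lyse 10 min; AlphaScreen beads 5 hr RT. Normalized to DMSO basal and 25 nM vasopressin; AC50 by Hill fit.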
FLuc inh: qHTS Assay for Inhibitors of Firefly Luciferase; Luciferin 4-monooxygenase (Photinus pyralis), P08659; purified firefly luciferase, luminescence, 8 min; Potency, µM (doses to about 57.1 µM), for inactives: at the highest dose activity change, negative = inhibition, usual class: inhibitors; 2.2% of 72,000 active; further: potency means the concentration at half of the fitted maximal effect; on the % scale 0 is the no-effect control and ±100 the full control effect; nearly all actives have a fitted effect of over 40% in size
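Luminescence read-out after 8 min at room temperature; enzyme reaction used luciferin plus 10 uM ATP (linear range) in imidazole buffer pH 7.2 with KCl, MgCl2, Tween 20 and BSA. Each sample was run as a titration.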
15-hLO inh: qHTS Assay for Inhibitors of 15-hLO (15-human lipoxygenase); purified 15hLO-1, xylenol orange hydroperoxide absorbance; Potency, µM (titrated, usually from 57.1 µM), without a hit: at the highest dose activity change, negative = inhibition, most hits filed as inhibitors; 1.4% of 74,000 active; AID 887, 2007; further: potency means the concentration at half of the fitted maximal effect; on the % scale 0 is the no-effect control and ±100 the full control effect; nearly all actives have a fitted effect of over 55% in size
Target sequence (P16050 whole entry, looked up): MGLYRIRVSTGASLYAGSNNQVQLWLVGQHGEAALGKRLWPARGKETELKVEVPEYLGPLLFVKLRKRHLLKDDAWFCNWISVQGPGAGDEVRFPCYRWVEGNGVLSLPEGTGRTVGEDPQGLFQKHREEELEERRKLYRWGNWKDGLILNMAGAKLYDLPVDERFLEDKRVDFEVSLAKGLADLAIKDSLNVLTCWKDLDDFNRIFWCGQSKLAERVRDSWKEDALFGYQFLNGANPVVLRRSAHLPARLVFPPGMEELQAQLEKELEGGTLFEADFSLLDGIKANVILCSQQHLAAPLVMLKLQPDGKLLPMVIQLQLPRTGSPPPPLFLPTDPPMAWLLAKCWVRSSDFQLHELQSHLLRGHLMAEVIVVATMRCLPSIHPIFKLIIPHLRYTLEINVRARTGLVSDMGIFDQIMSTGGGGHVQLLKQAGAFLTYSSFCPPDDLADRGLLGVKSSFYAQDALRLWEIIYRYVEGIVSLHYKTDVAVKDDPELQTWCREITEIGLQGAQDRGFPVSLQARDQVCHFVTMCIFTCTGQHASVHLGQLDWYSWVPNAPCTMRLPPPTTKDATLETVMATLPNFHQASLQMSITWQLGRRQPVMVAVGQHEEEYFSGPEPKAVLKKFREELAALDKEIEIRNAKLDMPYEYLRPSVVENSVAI
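Purified human 15hLO-1 (40 nM final) in 25 mM Hepes pH 7.5, 0.01% Triton X-100 was preincubated with compound 15 min at room temperature, then reacted 6 min with 50 uM arachidonic acid; hydroperoxide detected by Fe-XO, 573/405 nm absorbance ratio.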
Hsp90 Hop PPI: qHTS Assay for Disrupters of an Hsp90 Co-Chaperone Interaction; AlphaScreen TPR2A-His6 binding biotin-Hsp90 C-terminal peptide; Potency, µM (top dose mostly 57 µM), for inactives: at the top dose activity change, negative = inhibition; 0.44% of 71,000 active; AID 595, 2007; active means well fitted curve in either direction with a large enough effect; inconclusive means small, poorly fitted or top-dose-only effect, or another doubt; further: potency means the concentration at half of the fitted maximal effect; on the % scale 0 is the no-effect control and ±100 the full control effect; many of its hits are not listed in these tables
Texas Red fluor: qHTS Assay for Spectroscopic Profiling in Texas Red Spectral Region; AID 587, 2007; 0.06% of 59,000 active; max dye-equivalent concentration, M; Compound fluorescence, Texas Red channel, 547/618 nm; stronger effect = higher value; in the data active means max dye-equivalent concentration above about 10 nM; inconclusive means between about 1.1 nM and that limit
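Fluorescence at ex 547/em 618 nm, normalized against an on-plate Texas Red standard series to give dye-equivalent concentration per compound concentration. Buffer 100 mM Tris, pH 8.0; 15 min RT incubation before CCD imaging.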
HBB splicing: qHTS Assay for Modulators of Hemoglobin Beta Chain Splicing | HBB splicing reporter cell assay, activation; EGFP reporter with mutant IVS2-654 intron; response scale: normalised to 500 nM splice-correcting PNA | 0.06% of 65,000 active | Potency, µM (titrated, usually from 46.1 µM), inactives show at the highest dose activation, actives largely listed as activators; further: potency means the concentration at half of the fitted maximal effect; 0% is about no effect
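HeLa cells stably expressing EGFP interrupted by mutant beta-globin intron 2 (IVS2-654), 500/well in 2% FCS. Treated with compound for 2 days at 37C. Splicing correction scored as total well GFP intensity (488 nm excitation, 500-520 nm emission); 500 nM antisense PNA served as control.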
Rhodamine fluor: qHTS Assay for Spectroscopic Profiling in Rhodamine Spectral Region; Rhodamine-region fluorescence, 547/598 nm, Tris buffer; stronger effect = higher value; max dye-equivalent concentration, M; 0.05% of 59,000 active; AID 594, 2007; in the data active means max dye-equivalent concentration above about 11 nM; inconclusive means between about 1.1 nM and that limit
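A six-point rhodamine series on each plate calibrates the signal. Compounds sit in 100 mM Tris (pH 8.0) for 15 min at ambient temperature before imaging through 547 nm/598 nm filters.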
HADH2 inh: qHTS Assay for Inhibitors of HADH2 (Hydroxyacyl-Coenzyme A Dehydrogenase, Type II); recombinant HADH2, NADH fluorescence, beta-hydroxybutyryl-CoA; Potency, µM (series often up to 57.1 µM), for inactives: top-dose activity change, negative = inhibition, most hits filed as inhibitors; 3.4% of 73,000 active; AID 886, 2007; further: potency means the concentration at half of the fitted maximal effect; on the % scale 0 is the no-effect control and ±100 the full control effect; nearly all actives have a fitted effect of over 60% in size; many of its hits are not listed in these tables
Target sequence (Q99714 whole entry, looked up, one chain of several): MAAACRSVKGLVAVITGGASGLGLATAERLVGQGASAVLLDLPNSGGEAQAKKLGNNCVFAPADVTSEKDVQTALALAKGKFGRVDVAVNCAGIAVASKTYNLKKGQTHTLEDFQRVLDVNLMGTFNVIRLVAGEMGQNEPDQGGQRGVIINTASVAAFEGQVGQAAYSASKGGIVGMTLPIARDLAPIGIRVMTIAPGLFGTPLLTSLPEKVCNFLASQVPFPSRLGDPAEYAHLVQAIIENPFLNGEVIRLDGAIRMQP
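E. coli-expressed His-tagged HADH2 tested at 20 nM in alkaline Tris buffer (pH 9.0); oxidation of 90 uM beta-hydroxybutyryl-CoA with 1 mM NAD+ tracked fluorimetrically for 4 min.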
CRE Fsk mod: Cell signaling CRE-BLA (Fsk stim); CHO CRE-bla reporter (cAMP response element driving beta-lactamase), forskolin EC10, beta-lactamase ratio; Potency, µM (top dose mostly 38.2 µM), without a hit: at the highest dose activity change, negative = inhibition, most hits filed as activators; 2.5% of 71,000 active; active means well fitted activation curve with a large enough effect in the signal ratio, with a control signal flat, not every such curve was filed as active; inconclusive means small, poorly fitted or top-dose-only effect, or effect the other way, or a change in a side signal; the % refers to the signal ratio; further: potency means the concentration at half of the fitted maximal effect; % of control where 0% means no effect
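CRE-bla CHO cells stimulated with EC10 NKH 477 (water-soluble forskolin) and compound titrations, 3 h at 37C; beta-lactamase read with CCF4 after 2 h at room temperature. Activity from 460/530 nm emission ratio, AC50 values for positive or negative modulation.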
Tau fil binding: qHTS Assay for Tau Filament Binding; Microtubule-associated protein tau (Homo sapiens), P10636; recombinant tau filaments, thioflavin S fluorescence, 15 h; filaments grown with octadecylsulfate alongside compound; Potency, µM (titrated, usually from 57.1 µM), for the others: at the highest dose activity change, negative = inhibition; 2% of 71,000 active; AID 596, 2007;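 further: potency means the concentration at half of the fitted maximal effect; on the % scale 0 is the no-effect control and ±100 the full control effect; actives lower thioflavin S fluorescence by blocking filaments or displacing dye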
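Assay mix: 1 uM His-tagged tau, 30 uM sodium octadecylsulfate, thioflavine S dye in HEPES/NaCl/DTT buffer. Compound is added prior to the inducer. Fluorescence after 15 h at 37 C.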
DNA Pol III inh: qHTS Assay for Inhibitors of DNA Polymerase III Holoenzyme System; 0.25% of 71,000 active; reconstituted DNA polymerase III holoenzyme replication, biochemical; Potency, µM (highest dose often 57.1 µM), inactives show at the top dose activity change, negative = inhibition; further: potency means the concentration at half of the fitted maximal effect; on the % scale 0 is the no-effect control and ±100 the full control effect
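Reconstituted *E. coli* holoenzyme (0.35 nM Pol III, 1 nM beta, 154 nM SSB, 2 nM primase) was preincubated with compound for 15 min at RT. Synthesis on 1.4 nM ssM13Gori ran 35 min, then was stopped with PicoGreen/EDTA and read as dsDNA fluorescence.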
The depositor's hits bear a star; i = inactive; ? = inconclusive; / = no result given; [ ] = another dose, or the depositor's remark. Unless noted, the call rests on the fitted dose curve; in most records, active means well fitted curve in the direction sought with a large enough effect; inconclusive means small, poorly fitted or top-dose-only effect, or another doubt; inactive means no such curve, though single readings can be large; an effect the other way counts as inactive or inconclusive. This is a subset, so the mix of outcomes need not match the whole.

SMILES	ERK AVP inh	FLuc inh	15-hLO inh	Hsp90 Hop PPI	Texas Red fluor	HBB splicing	Rhodamine fluor	HADH2 inh	CRE Fsk mod	Tau fil binding	DNA Pol III inh
O=c1c(-c2ccccc2)nc2cnc(Oc3ccccc3)nc2n1C[C@H]1CCCO1	-14.4%	0.3%[11.4 µM]	-3.4%	-0.6%	i	-1.2%	i	-4.2%	?	-16.2%	-3.8%
CCCCCOC(=O)Cc1c(O)c2ccccc2[nH]c1=O	-4.8%	2.7%	-1.7%	-1.6%	?	/	i	-0.3%	0.1%	-4.7%	4.1%
CN1CCN(CC(=O)N(Cc2c(C#N)c3ccccc3n2C)c2ccccc2)CC1	4.0%	-0.2%	0.2%	-1.8%	i	-1.3%	i	-1.6%	?	-8.8%	-6.1%
CCC(=O)N(Cc1ccco1)c1nc(-c2cc(OC)ccc2OC)cs1	-2.6%	-1.4%	-6.2%	3.2%	i	/	i	1.2%	10.7%	3.1%	-0.3%
CCc1ccccc1NC(=O)c1nnn(CC(=O)Nc2cccc(C)c2)c1N	2.8%	0.9%	-3.5%	0.0%	i	-2.0%	i	?	?	23.4%	-0.5%
CCC1(C)Cc2ccccc2-c2nc3n(c(=O)c21)CC(C(=O)O)S3 (stereo not given)	2.8%	1.9%	-1.0%	-2.4%	/	0.7%[9.22 µM]	/	-16.1%	4.2%	-12.4%	3.9%
C=CCOC(=O)C1=C(C)N=C2SCCC(=O)N2C1c1ccc(OC(=O)c2ccco2)cc1 (stereo not given)	0.4%	1.5%	-15.2%	-6.3%	/	-0.9%	/	-11.6%	-6.1%	3.0%	0.1%
O=C(NCc1ccco1)NCC(F)(F)F	-18.2%	-10.7%	-1.7%	-1.2%	i	0.5%	i	-1.6%	-3.3%	5.9%	-0.5%
CCC(=O)c1ccc(OCC(O)CN2CC(C)OC(C)C2)cc1 (stereo not given)	-24.1%	-1.2%	1.7%	-10.0%	i	-1.1%	i	4.6%	-6.2%	0.0%	-4.1%
O=C(CSc1ncn[nH]1)Nc1nc(-c2ccccc2)ns1	8.3%	-3.2%	-14.1%	-11.6%	i	-1.9%	i	?	?	89.8%	-6.7%
Cc1c(N2C(=O)c3ccc4c5c(ccc(c35)C2=O)CC4)c(=O)n(-c2ccccc2)n1C	-24.4%	-2.1%	25.1µM*	-9.4%	/	2.7%	/	-5.7%	3.3%	15.8µM*	25.1µM*
CCOc1ccccc1C1NC(=O)NC(C)=C1C(=O)OC1CCCCC1 (stereo not given)	-4.1%	1.7%	-11.5%	-4.6%	/	-0.8%[9.22 µM]	/	-13.9%	?	-3.2%	-9.1%
O=C(COc1ccc(S(=O)(=O)NCc2ccccc2)cc1Cl)N1CCOCC1	-9.9%	3.5%	5.9%	-2.5%	i	-0.7%	i	13.1%	3.0%	-1.7%	-8.6%
O=c1c(Cc2ccccc2O)c(O)nc2n1CCCS2	5.3%	0.9%	-6.8%	1.0%	/	0.4%	/	-15.4%	?	-15.4%	-6.2%
CCOc1ccc2cc(C#N)c(SCC(=O)N3CCC(C)CC3)nc2c1	24.3%	4.6%	-23.4%	1.7%	?	1.5%	i	3.5%	10.5%	15.0%	-7.2%
CCOC(=O)N1CCN(C(=O)c2ccc3c(=O)n(CCc4ccccc4)c(=S)[nH]c3c2)CC1	3.6%	2.0%	-2.8%	-7.8%	i	1.3%	i	7.6%	?	16.3%	1.9%
CCN1C(=O)c2cccc3c(NC(=O)c4cccc(N5C(=O)CCC5=O)c4)ccc1c23	-22.0%	-0.1%	0.6%	1.9%	i	0.4%	i	4.2%	?	15.5%	6.4%
CCC(=O)N1CCc2cc(Br)cc(S(=O)(=O)NCCN3CCCCC3C)c21 (stereo not given)	-18.0%	1.4%	3.4%	-1.2%	i	-0.2%	i	4.4%	5.5%	7.0%	-2.3%
Cc1cc(OCCCC(=O)N2CCCCC2)cc(C)c1Cl	11.2%	1.1%	-8.8%	7.0%	i	3.6%	i	17.0%	11.7%	-15.3%	1.3%
COc1ccc(NC(=O)COC(=O)c2ccc(N3CCCC3=O)cc2)cc1OC	-12.8%	1.0%	9.3%	-0.2%	?	0.4%[57.5 µM]	i	19.5%	13.3%	8.9%	-4.1%

The last 3 compounds of the section above lead into the next.
SMILES	ERK AVP inh	FLuc inh	15-hLO inh	Hsp90 Hop PPI	Texas Red fluor	HBB splicing	Rhodamine fluor	HADH2 inh	CRE Fsk mod	Tau fil binding	DNA Pol III inh
CCC(=O)N1CCc2cc(Br)cc(S(=O)(=O)NCCN3CCCCC3C)c21 (stereo not given)	-18.0%	1.4%	3.4%	-1.2%	i	-0.2%	i	4.4%	5.5%	7.0%	-2.3%
Cc1cc(OCCCC(=O)N2CCCCC2)cc(C)c1Cl	11.2%	1.1%	-8.8%	7.0%	i	3.6%	i	17.0%	11.7%	-15.3%	1.3%
COc1ccc(NC(=O)COC(=O)c2ccc(N3CCCC3=O)cc2)cc1OC	-12.8%	1.0%	9.3%	-0.2%	?	0.4%[57.5 µM]	i	19.5%	13.3%	8.9%	-4.1%
COC(=O)C1CCN(S(=O)(=O)c2c(C)n(C)c(=O)n(C)c2=O)CC1	/	2.6%	5.5%	-1.0%	/	0.0%	/	6.6%	-4.7%	4.8%	-0.9%
CCN1C(=O)[C@@H]2[C@H]3C(=CC[C@@H]2C1=O)C1(OCCCO1)[C@H]1O[C@@H]1[C@H]3O	14.5%[11.5 µM]	-2.0%[11.4 µM]	?	/	/	2.4%[9.22 µM]	/	0.794µM*	/	/	/
O=C(Cc1ccccc1)CC1(O)C(=O)Nc2ccccc21 (stereo not given)	-18.3%	2.8%	4.1%	-3.0%	?	1.1%	i	2.3%	-8.4%	-12.2%	-4.4%
COc1cccc(C(=O)Nc2ccc(S(=O)(=O)NCc3ccco3)cc2)c1	21.5%	-1.3%	-21.2%	-2.3%	i	-1.4%	i	12.5%	7.2%	3.0%	-5.7%
COc1ccc(-n2c(N)c(-c3nc4ccccc4n3C)sc2=S)cc1	-20.2%	-2.4%	-24.2%	-8.5%	i	0.2%	i	?	1.7%	86.2%	-4.6%
CCOC(=O)c1c(CN2CCOCC2)oc2ccc(OC)cc12	-21.9%	0.4%	-11.9%	-2.7%	i	/	i	0.4%	11.9%	-2.7%	-8.7%
COc1ccc(-c2nc(SCC(=O)N3CCOCC3)n[nH]2)cc1	-13.4%	-8.1%	3.1%	-2.9%	i	1.4%	i	-4.3%	8.4%	3.0%	-2.6%
CCSc1nnc(NC(=O)c2cccnc2)s1	-15.7%	-6.2%	1.2%	0.8%	i	-0.3%	i	-18.2%	-7.7%	-5.4%	0.2%
CN1C(=O)N(C)C2(c3ccccc3)Nn3c(s/c(=C/c4ccco4)c3=O)=NC12c1ccccc1 (stereo not given)	-27.8%	3.2%	-12.4%	-8.9%	i	1.7%[0.369 µM]	i	1.9%	-2.8%	11.7%	-1.2%
COc1ccc(NC(=O)CCCN2C(=O)C3C4C=CC(C4)C3C2=O)c(OC)c1 (stereo not given)	-9.4%	2.5%	3.8%	-1.9%	i	-2.8%	i	4.7%	?	-16.3%	-6.6%
CC(=O)N(c1ccc(C)cc1)C1C=CS(=O)(=O)C1 (stereo not given)	-1.2%	-6.5%	6.4%	-3.6%	/	1.1%	/	-3.5%	2.2%	-17.1%	-5.2%
N#C[C@@H](N=Nc1ccccc1C(=O)O)C(N)=O	-0.5%[11.5 µM]	-0.1%[11.4 µM]	7.4%[11.4 µM]	1.7%[11 µM]	i	5.5%[9.22 µM]	i	6.1%[11.4 µM]	-7.7%[7.6 µM]	-13.5%[11.4 µM]	-7.5%[11.4 µM]
